# CD40 NFkB inh: CD40 pathway inhibition in BL2 cells. actives 0.94% (n = 83,000). inhibition, % at 10 µM. BL2 NF-kB luciferase reporter, CD40L-induced, 4 h;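 active = mean inhibition of at least 50% with a set share of replicates also reaching that level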;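 note: 0% = neutral control wells and 100% = IKK inhibitor VII at 50 µM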
# Numbers without * were called inactive; & = joins results of further samples; [ ] = another dose, or the depositor's remark.
CD40 NFkB inh	smiles
-2.5	COc1ccc(CCN2CC(C(=O)OCC(=O)N(C)CC(=O)Nc3ccccc3Cl)CC2=O)cc1OC (configuration not stated)
-2.7[25 µM]	O=C(NC1CCC1)[C@@H]1[C@@H](CO)[C@@H]2Cn3c(ccc(-c4ccncc4)c3=O)[C@@H]2N1CC1CC1
-58.0	Clc1ccccc1-c1nnc2sc(-c3ccc4c(c3)OCO4)nn12
-2.7[25 µM]	C/C=C/c1cnc2c(c1)C(=O)N([C@H](C)CO)C[C@H](C)[C@@H](CN(C)C(=O)C1CCOCC1)O2
0.7	CN(c1ccccc1)S(=O)(=O)c1ccc(C(=O)NCc2cccnc2)cc1
8.8	COCC(=O)NNC(=S)Nc1cccc(C)c1C
12.0	CS(=O)(=O)N1CCN(c2ccccc2NC(=O)C(c2ccccc2)c2ccccc2)CC1
-2.7	COc1ccccc1C(=O)Cc1ccccc1
-0.3	CN1C(=O)c2cc(NC(=O)C3CC3)ccc2OC[C@H]2O[C@H](CC(=O)O)CC[C@@H]21
-13.2	CC(C)NC(=O)Nc1ccc2c(c1)C(=O)N(C)C[C@H](C)[C@@H](CN(C)C)O2
12.5	CCCNc1nc2c(c(=O)[nH]c(=O)n2C)n1CCC(C)C
8.4	COc1ccc2nc(-c3ccccn3)ccc2c1
9.9	COc1cc2c(cc1OC)C(C(=O)NC1CC1)C1c3ccccc3CCN1C2=O (configuration not stated)
-0.4	O=C(NC1CCC(O)CC1)C1CCN(S(=O)(=O)c2c(Cl)cccc2Cl)CC1 (configuration not stated)
-31.1	CCCNC(=O)COC(=O)c1[nH]c(C)c(C(=O)OCC)c1C
-4.7[25 µM]	CCC(=O)N1[C@@H]2Cn3c(ccc(-c4ccccc4)c3=O)[C@H]1[C@@H](C(=O)N1CCCCC1)[C@@H]2CO
-53.2	COc1ccc(CNC(=O)c2ccc(N3CCCC3=O)cc2)cc1
5.1	COC(=O)c1c(C(=O)OC)c2n(c1C)Cc1ccccc1C2
-0.4	COC(=O)[C@H]1[C@H](CO)[C@H]2Cn3c(ccc(-c4ccccc4OC)c3=O)[C@H]2N1CC1CCCC1
-13.3	O=C(Nc1cccc(S(=O)(=O)N2CCOCC2)c1)C1COc2ccccc2O1 (configuration not stated)
-0.1	CCOc1ccc(C(=O)NCC(=O)NNC(=O)c2ccco2)cc1OCC
2.0	COc1ccccc1CNC(=O)CCS(=O)(=O)c1ccc(Cl)cc1
10.1	O=C(NCCN1CCOCC1)C1CCN(S(=O)(=O)c2ccccc2)CC1
-122.6	c1ccc(OCc2nc(-c3cccs3)no2)cc1
-14.1	CCC(C)c1c(N)n(S(=O)(=O)c2ccc(C)cc2)oc1=O (configuration not stated)
5.8	O=C(Nc1c(C(=O)N2CCCCC2)cnn1-c1ccccc1)c1ccco1
51.3*[25 µM]	N#C[C@H]1[C@H](c2ccc(C#CC3CCCCC3)cc2)[C@H](CO)N1C(=O)Nc1ccc(F)cc1
-8.4[25 µM]	COc1ccc2c3c([nH]c2c1)[C@@H](CO)N(C(=O)Nc1ccc(F)cc1)CC31CCN(C(=O)Nc2ccc3c(c2)OCO3)CC1
9.5[25 µM]	C[C@H](NC(=O)C[C@H]1C[C@@H]2c3cc(NC(=O)Nc4ccc(C(F)(F)F)cc4)ccc3O[C@@H]2[C@@H](CO)O1)c1ccccc1
-16.7	CC(=O)c1sc2c(c1N)c(=O)[nH]c(=O)n2-c1ccccc1
1.5	O=C(Cc1ccc(NS(=O)(=O)c2ccc(Cl)c(Cl)c2)cc1)NCCN1CCOCC1
-0.4	CC1c2nc3ccccc3n2C(CC(=O)NCc2ccccn2)C(=O)N1Cc1ccccc1 (configuration not stated)
-46.2	COc1ccc2[nH]c3c(c2c1)CCn1c-3nc2ccccc2c1=O
0.9	CCOC(=O)CCCNC(=O)COC(=O)/C=C/c1ccc2c(c1)OCO2
4.8	CN(C(=O)COC(=O)CSc1ccccc1)c1c(N)n(Cc2ccccc2)c(=O)[nH]c1=O
-6.3	c1cnc2c(-c3ccc4nccn4c3)cccc2c1
7.0	CCN(C(=O)CSc1nc2ccccc2n1C)C1CCS(=O)(=O)C1 (configuration not stated)
2.7	CC(C)(C)c1ccc(S(=O)(=O)NC(=O)C2(C)CCN2C(=O)Cc2cccs2)cc1 (configuration not stated)
8.4	CC(=O)Nc1cccc(NC=C(C#N)C#N)c1
-2.4	O=C1COc2ccc(S(=O)(=O)N3CCN(c4ccccc4)CC3)cc2N1
-24.4	CN(C(=S)NC(=O)C12CC3CC(CC(C3)C1)C2)c1ccc(O)cc1
6.7	CCCCn1c(N)c(N(Cc2ccccc2OC)C(=O)COc2cc(C)ccc2Cl)c(=O)[nH]c1=O
-25.8	COCCSc1nnc(NC(=O)c2ccc([N+](=O)[O-])cc2)s1
-0.5	CN(CC(=O)Nc1ccccc1C(F)(F)F)C(=O)Cc1ccc(S(=O)(=O)N2CCOCC2)s1
9.1[25 µM]	COc1ccc(-c2ccc3c(c2)[C@@H]2[C@@H](CCN2C(=O)c2cccc(F)c2)[C@@H](CO)N3)cc1
7.4[25 µM]	O=C(Nc1cccc(Cl)c1)N[C@H]1CC[C@@H](CCn2cc(Cc3ccccc3)nn2)O[C@H]1CO
22.0[25 µM]	C[C@@H]1CN([C@H](C)CO)C(=O)c2c(c3ccccc3n2C)-c2ccccc2CO[C@@H]1CN(C)Cc1ccc(Oc2ccccc2)cc1
11.9	CCOc1ccc(S(=O)(=O)N2CCCCC2)cc1NC(=O)c1cccnc1OCC
7.3	CCCCC(=O)Nc1nc2c(OC)ccc(OC)c2s1
-6.4	O=C(CC1C(=O)NCCN1C(=O)Nc1ccccc1)Nc1cccc(Cl)c1 (configuration not stated)
-0.4	Cc1noc(C)c1COC(=O)CNC(=O)c1cccc(F)c1
9.7	Cc1ccc(S(=O)(=O)N2CCOCC2)cc1NC(=O)COC(=O)CCc1c[nH]c2ccccc12
10.5	CC(C)(C)SCCNS(=O)(=O)c1ccc2ccccc2c1
6.4	COC(=O)c1[nH]c2cc(OC)ccc2c1NC(=O)CCN1CCCCC1
-64.4	COc1cccc(NC(=O)C(=O)NCCC2CCCCN2S(=O)(=O)c2cccs2)c1 (configuration not stated)
-2.5	Cc1ccc(-c2noc(CCC(=O)NC3CCCc4ccccc43)n2)cc1 (configuration not stated)
-1.2[25 µM]	O=S(=O)(NC[C@H]1N[C@H](CO)[C@H]1c1ccccc1)c1ccccc1
1.7	CC(C)Oc1nnnn1-c1ccccc1
4.2	CN1CCN(S(=O)(=O)c2csc(C(N)=O)c2)CC1
-20.4	CCOC(=O)c1cc2sccc2n1CC(=O)Nc1ccc2c(c1)OCCO2

# The list goes on.
CD40 NFkB inh	smiles
15.6	CC(=O)NCc1nnc2c3ccccc3c(-c3ccccc3)nn12
-27.9[25 µM]	C[C@H](CO)N1C[C@H](C)[C@@H](CN(C)CC2CC2)OCc2ccccc2-c2ccccc2C1=O
6.1	Cc1cccc(NC(=O)c2cc(NC(=O)c3ccco3)ccc2N2CCCCC2)c1
-13.1[25 µM]	CCCNC(=O)N1[C@H](CO)[C@@H](c2ccc(C3=CCCC3)cc2)[C@@H]1CN(C)C(C)=O
7.2	O=C(NC1CCCCC1)c1cc2c(cc1Cl)N1CCCCCC1=NS2(=O)=O
2.4	O=C(NCCc1ccccn1)c1ccc(NS(=O)(=O)c2ccc(F)cc2)cc1
-24.0	Cc1cccc(NC(=O)c2ccc(C)c(S(=O)(=O)N3CCOCC3)c2)n1
-3.2[25 µM]	C/C=C/c1ccc([C@@H]2[C@@H](CO)N(c3nc(CC)cs3)[C@H]2C#N)cc1
-0.7	CCN(CC)S(=O)(=O)c1ccc(C)c(NC(=O)COC(=O)[C@@H]2CCCN2C(=O)c2cccs2)c1
-3.0[25 µM]	C[C@@H]1CN([C@H](C)CO)C(=O)CCCn2nncc2CO[C@H]1CN(C)C(=O)Nc1ccccc1C(F)(F)F
-56.4	Fc1ccccc1CSc1nnnn1-c1ccc2c(c1)OCO2
1.7	COP(=O)(OC)c1nc(-c2cccc3ccccc23)oc1N1CCCCC1
-8.6	COc1ccc(C(=O)COC(=O)CCCC(=O)NC2CCCCC2)cc1
10.6	CCN(CC)S(=O)(=O)c1cc(NC(=O)COC(=O)c2c(C)noc2C)ccc1C
3.9	Cc1ccc(OCCC(=O)OCC(=O)Nc2ccc3c(c2)OCO3)cc1
-0.5	COc1ccc(/C=C/C(=O)Nc2cccc(S(=O)(=O)NC3=NCCCCC3)c2)c(OC)c1
-9.3&3.9	COc1cccc(-c2ccc(C3[C@@H]4CN(S(=O)(=O)c5ccccc5C)C[C@H]3N4)cc2)c1 (some centres not stated)
-4.1	CCOc1ccc(S(=O)(=O)NCCC(=O)N2CCN(c3ccccc3O)CC2)cc1
1.6	COc1ccc(OC)c(CN2CCN(C(=O)CNC(=O)c3cc(C)cc(C)c3)CC2)c1
2.1	O=C(NCCCN1CCOCC1)c1cc(S(=O)(=O)N2CCN(c3ccccc3)CC2)ccc1Cl
-2.3	c1coc(-c2ccnc(-c3ccncc3)n2)c1
13.1[25 µM]	CC(=O)O[C@@H]1c2c(ccc3ccc(=O)oc23)OC(C)(C)[C@@H]1OC(=O)CC(C)C
-30.5[25 µM]	CN1c2ccc(-c3ccccc3)cc2[C@@H]2[C@@H](CCN2C(=O)CC2CC2)[C@H]1CO
12.2[25 µM]	CN(C)C(=O)c1cccc(-c2ccc(C3[C@H]4CNC[C@@H]3N4Cc3ccccc3C(F)(F)F)cc2)c1 (some centres not stated)
13.8	O=C(c1cccc(S(=O)(=O)N2CCOCC2)c1)N1CCC(Cc2ccccc2)CC1
1.4[25 µM]	COc1ccc(-c2ccc3n(c2=O)C[C@@H]2[C@@H](CO)[C@H](C(=O)N4CCOCC4)N[C@H]32)cc1
-79.3	O=C(Cc1ccccc1)Nc1ccc(N2CCCC2)cc1
10.1	O=C(COc1coc(CN2CCN(c3ccc(F)cc3)CC2)cc1=O)NC1CCCCC1
4.6	C/C(=N/NC(=O)c1cn(-c2cccc(C)n2)cn1)c1ccc(C)cc1
3.5	O=C(O)c1ccccc1N(c1ccccc1)c1ccccc1

# 4 of the compounds above, with each value named.
Cc1ccc(OCCC(=O)OCC(=O)Nc2ccc3c(c2)OCO3)cc1
- CD40 NFkB inh = 3.9
CCN(CC)S(=O)(=O)c1ccc(C)c(NC(=O)COC(=O)[C@@H]2CCCN2C(=O)c2cccs2)c1
- CD40 NFkB inh = -0.7
CN(C)C(=O)c1cccc(-c2ccc(C3[C@H]4CNC[C@@H]3N4Cc3ccccc3C(F)(F)F)cc2)c1 (some centres not stated)
- CD40 NFkB inh = 12.2[25 µM]
COc1ccc(C(=O)COC(=O)CCCC(=O)NC2CCCCC2)cc1
- CD40 NFkB inh = -8.6

# (further entries)
CD40 NFkB inh	smiles
0.1	CN(Cc1ccc(F)cc1)C(=O)c1cc(S(=O)(=O)N2CCCCC2)ccc1N1CCOCC1
-103.2	CCOC(=O)c1nnsc1Nc1ccc(C)c(C)c1
6.5	O=C(CCc1ccccc1)Nc1ccc(S(=O)(=O)N2CCOCC2)cc1
4.1	O=C(CNC(=O)c1ccccc1F)N/N=C/c1ccco1
22.5	O=C(Nc1ccc(-c2noc(-c3ccccc3F)n2)cc1)c1cccs1
-5.1[25 µM]	CO[C@@H]1CN(C)C(=O)c2cc(NC(=O)CC(F)(F)F)ccc2OC[C@H](C)N(CC2CC2)C[C@@H]1C
8.5	O=S(=O)(c1ccc(SCc2ccccc2)nc1)N1CCCCC1
-29.7	O=C(NCCCN1CCOCC1)c1cc2c(s1)CCCC2
4.1	CCc1nnc(NC(=O)CCN(c2ccc(C)cc2)S(=O)(=O)c2ccccc2)s1
7.7	COc1ccccc1CNCc1cccs1
-79.4	CC1(C)Cc2c(sc(NC(=O)c3ccc(Br)o3)c2C#N)CO1
-2.1	O=C(CSc1nnc2ccc(-c3cccnc3)nn12)Nc1ccccc1F
-1.7[25 µM]	COc1cccc(C(=O)Nc2ccc3c(c2)OC[C@@H](C)N(CCc2ccccc2)C[C@H](C)[C@H](OC)CN(C)C3=O)c1
-5.9	CC(=O)c1cccc(NC(=O)CCn2c(=O)oc3ccccc32)c1
10.4	O=C(NCCCN1CCOCC1)c1cccc(S(=O)(=O)N2CCOCC2)c1
4.2	Cc1cccc(N(CC(=O)N2CCN(c3ccccc3F)CC2)S(C)(=O)=O)c1
3.3	O=C(COC(=O)C12CC3CC(CC(Br)(C3)C1)C2)NNC(=O)c1ccccc1
-8.6	Cc1ccc(/C(O)=C2/C(=O)C(=O)OC2c2ccc(Cl)cc2)cc1 (configuration not stated)
-21.8	O=C(CSc1ccccc1)NNC(=O)c1ccncc1
-10.4	CCOc1ccc(OCCOC(=O)CN(C)S(=O)(=O)c2ccc(NC(C)=O)cc2)cc1
9.4	CCC1(c2ccccc2)NC(=O)N(CC(=O)Nc2ccc(S(=O)(=O)Nc3ncccn3)cc2)C1=O (configuration not stated)
0.6[25 µM]	Cc1ccc(S(=O)(=O)Nc2ccc3c(c2)C(=O)N([C@H](C)CO)C[C@H](C)[C@H](CN(C)S(=O)(=O)c2cccs2)OCCCC[C@@H](C)O3)cc1
10.0	O=C1N(Cc2ccccc2)c2ccccc2C12OCCO2
4.2	CCCCOc1c(Br)cc(/C=C2\N=C(C)OC2=O)cc1OCC
23.2	Cc1cccc(C)c1NC(=O)CN(C)C(=O)CN1C(=O)NC(C)(C)C1=O
-84.8	C/C(=N/OC(=O)C1CC1)c1cc(-c2ccc(Cl)cc2)no1
28.4[25 µM]	Cc1ccccc1-c1ccc2c(c1)O[C@@H](CN(C)C(=O)Nc1ccc(C(F)(F)F)cc1)[C@H](C)CN([C@@H](C)CO)S2(=O)=O
3.4	CCc1cccc(C)c1NC(=O)COC(=O)CCn1c(C)csc1=O

# Four compounds out of the list above, arranged by the value under CD40 NFkB inh, rising:
compound | CD40 NFkB inh
CC1(C)Cc2c(sc(NC(=O)c3ccc(Br)o3)c2C#N)CO1 | -79.4
Cc1cccc(N(CC(=O)N2CCN(c3ccccc3F)CC2)S(C)(=O)=O)c1 | 4.2
COc1ccccc1CNCc1cccs1 | 7.7
CCC1(c2ccccc2)NC(=O)N(CC(=O)Nc2ccc(S(=O)(=O)Nc3ncccn3)cc2)C1=O (configuration not stated) | 9.4

# Screening data from PubChem BioAssay.

# Not all compounds are listed (hit frequency here may not be typical).
